Screening data: PubChem BioAssay, several laboratories
RBBP9 inhibitor – inhibitors of human serine hydrolase RBBP9; recombinant RBBP9, FP-Rh probe fluorescence polarization; inhibition, % at 7.94 µM; 220,000 compounds, 0.2% hits; O75884;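 active = inhibition above the campaign mean of all tested compounds plus 3 SD, cut at about 14% in these data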;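 note: plate controls were DMSO wells with RBBP9 for no effect and wells lacking RBBP9 protein for full effect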
Target sequence (O75884 whole entry, looked up): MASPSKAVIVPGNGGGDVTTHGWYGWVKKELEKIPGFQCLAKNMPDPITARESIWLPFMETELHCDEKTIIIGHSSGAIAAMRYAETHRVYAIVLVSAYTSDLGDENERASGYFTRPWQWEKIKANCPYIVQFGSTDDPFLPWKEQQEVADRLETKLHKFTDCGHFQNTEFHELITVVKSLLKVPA
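Assay system: recombinant human RBBP9; Reagent: Serine-hydrolase probe FP-Rh, 375 nM pre-mixing; Doses: 7.94 µM single dose, 0.794% DMSO; Incubation: 30 min then 45 min, 25 °C; Detection: fluorescence polarization (mP), excitation 525 nm, emission 598 nm; Evaluation: percent inhibition from mP, scaled between DMSO and no-protein wells.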
NPY2 pot ag – potentiates or activates human NPY-Y2 receptor; cells expressing NPY-Y2, potentiator/agonist read-out; activation, % at 3.6 µM; AID 1359; 220,000 compounds, 0.45% hits; P49146; in the data active = activation above about 27%;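 note: cells stimulated with NPY near EC25 plus isoproterenol at EC100; 0% = vehicle plus submaximal agonist and 100% = vehicle plus saturating agonist; some results beyond the cut were filed as inactive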
Hck Nef HTS – human Hck-Nef kinase inhibition | Recombinant Hck-YEEI plus Nef, Z-Lyte FRET kinase assay | inhibition, % at 20 µM | 220,000 compounds, 0.68% hits;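 active = Hck-Nef kinase inhibition above about 50%, limit read from the data; inactive = inhibition below that limit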;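 note: 0% = DMSO with Hck plus Nef and 100% = Hck alone without Nef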
Target sequence (P08631 whole entry, looked up): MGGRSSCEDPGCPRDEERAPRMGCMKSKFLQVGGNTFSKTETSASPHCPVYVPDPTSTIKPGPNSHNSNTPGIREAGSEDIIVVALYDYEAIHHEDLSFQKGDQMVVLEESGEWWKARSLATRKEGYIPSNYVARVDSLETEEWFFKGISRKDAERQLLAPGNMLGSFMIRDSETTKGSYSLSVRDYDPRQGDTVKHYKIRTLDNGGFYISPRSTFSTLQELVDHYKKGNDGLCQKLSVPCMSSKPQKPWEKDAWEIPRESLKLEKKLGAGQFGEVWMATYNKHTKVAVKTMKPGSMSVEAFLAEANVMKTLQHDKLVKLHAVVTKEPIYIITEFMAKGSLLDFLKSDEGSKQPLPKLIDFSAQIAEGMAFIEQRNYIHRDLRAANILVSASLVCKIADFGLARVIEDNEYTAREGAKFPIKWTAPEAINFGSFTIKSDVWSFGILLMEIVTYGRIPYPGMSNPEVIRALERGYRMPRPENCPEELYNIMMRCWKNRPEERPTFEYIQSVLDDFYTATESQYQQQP
Runt-SMMHC FRET – blocks binding of human RUNX1 Runt domain to CBFb-SMMHC | Cerulean-Runt/Venus-CBFb-SMMHC FRET ratio 530/480, 1 h | inhibition, % at 20 µM | Q01196+Q13951 | AID 1434 | 220,000 compounds, 0.74% hits;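 active = mean inhibition across duplicate retests at 20 µM reaching about 50%, limit read from the data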;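 note: 0% = DMSO wells and 100% = wells with excess untagged CBFb-SMMHC; inhibitors lower the FRET ratio by blocking Runt binding to CBFb-SMMHC; some results filed as inactive read as strong as hits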
Runt-CBFb FRET – blocks binding of human RUNX1 Runt domain to CBFb; Q01196+Q13951; Cerulean-Runt/Venus-CBFb FRET ratio 530/480, 1 h; inhibition, % at 20 µM; 220,000 compounds, 0.46% hits; AID 1496;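 active = inhibition over about 50% at 20 µM in the single-dose screen, limit read from the data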;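 note: 0% = DMSO wells and 100% = excess unlabeled CBFb competitor control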
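Assay system: Cerulean-Runt domain fusion protein, energy donor; Signal: fluorescence energy transfer, 422 nm excitation, 530/480 nm emission; Timing: 1 h compound exposure, room temperature; Control set: unlabeled CBFb; Medium: Tris buffer pH 7.5 with salts and BSA; Compound: single test concentration of 20 µM, 1% DMSO final; Probe or stimulus: Venus-CBFb 100 nM.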
NPY Y1 blocker – antagonists of human neuropeptide Y receptor Y1; P25929; HEK293-CNG Y1 cells, membrane potential fluorescence; NPY at EC95, then isoproterenol; inhibition, % at 3.6 µM; 200,000 compounds, 1% hits; AID 1040;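 active = inhibition above the campaign mean inhibition of all tested compounds plus 3 SD, cut at about 20% in these data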;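 note: 0% = DMSO wells given NPY plus isoproterenol and 100% = isoproterenol alone without NPY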
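material = HEK293 cells with Y1 receptor plus CNG channel | also added = NPY 25 nM then isoproterenol 1 µM plus Ro 20-1724 25 µM | schedule = dye 3 h, compound 60 min room temperature, stimulation 45 min | measured by = membrane potential fluorescence | benchmarks = high control isoproterenol alone, low control NPY with isoproterenol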
NPY1 pot ag – human NPY-Y1 potentiation or agonism, primary screen; activation, % at 3.6 µM; P25929; 220,000 compounds, 0.37% hits; NPY-Y1 expressing cells, potentiator/agonist activation; in the data active = activation above about 33%, passing the limit was not always enough;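 note: cells stimulated with NPY at EC10 then isoproterenol at EC100; 0% = low agonist plus stimulus and 100% = saturating agonist plus stimulus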
MDM2 E3 inh – Mdm2 E3 ligase (human) inhibition; Q00987; cell-based MDM2 ubiquitination luciferase reporter, 2 h; 0 = plate control, 100 = twice control, blank-subtracted; signal enhancement, % at 5 µM; 210,000 compounds, 0.11% hits; AID 1230;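 active = signal enhancement of 30% or more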;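 note: luminescence tracks abundance of the self-degrading MDM2-luciferase fusion protein; higher signal means inhibition of MDM2 E3 ligase activity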
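Test system: mammalian cells stably expressing self-ubiquitinating, self-degrading MDM2 E3–luciferase fusion; Amount: 2000 cells in each well; Medium: DMEM; Schedule: 4 h settle plus 2 h compound, 37 °C; Technique: SteadyLite luciferase luminescence after 15 min room-temperature reagent incubation; Benchmarks: plate control and blank wells.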
p97 inhibitor – inhibitors of human p97 ATPase. inhibition, % at 8 µM. recombinant p97 ATPase, Kinase-Glo ATP luminescence, 3 h. AID 1481. 220,000 compounds, 0.42% hits. P55072; in the data active = inhibition above about 15%;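 note: 0% = DMSO vehicle and 100% = wells lacking enzyme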
Starred values were filed as active, the others as inactive; nt = no result given.

SMILES	RBBP9 inhibitor	NPY2 pot ag	Hck Nef HTS	Runt-SMMHC FRET	Runt-CBFb FRET	NPY Y1 blocker	NPY1 pot ag	MDM2 E3 inh	p97 inhibitor
CC(C)C(C(=O)Nc1ccc2c(c1)OCCO2)N1C(=O)c2ccccc2C1=O (stereo unspecified)	4	-7	1	0	0	6	-42	-8	-3
CCCC(=O)Nc1ccc(-c2csc(NNC(C)=O)n2)cc1	-2	-24	3	0	2	nt	-21	-11	-4
O=C1OC(c2cccc([N+](=O)[O-])c2)C2(CCCC2)C(=O)C12CCCCC2 (stereo unspecified)	-6	3	0	2	1	2	-6	nt	-11
CC(C)=CC(=O)OCC(=O)NC(=O)NC(C)(C)C	-9	-7	0	-1	-1	-1	19	-11	-2
CCOC(=O)C(CC)n1nc(C)n2c(cc3occc32)c1=O (stereo unspecified)	-6	-11	1	-1	0	5	-13	-11	-1
CCn1c(NCc2ccco2)nc2ccccc21	-2	-2	-37	-1	6	4	-17	-11	-2
Cc1ccc(-c2cc(C(=O)N3CCOCC3)c3ccccc3n2)cc1	2	2	4	-1	-1	5	-22	8	-8
Oc1ccc(/C=N/n2cc(-c3ccccc3)[nH]c2=S)cc1	-8	2	24	36	22	-2	2	-12	5
CC(CS(=O)(=O)c1cccc2cccnc12)N1CCCCC1 (stereo unspecified)	-8	11	-7	14	0	-3	-8	1	4
COc1ccc(-c2cc3nc4n(c(=O)c3s2)CCC4)cc1	1	7	-1	-2	1	-3	-7	-82	-5
COc1ccc(NS(=O)(=O)c2cc(C)ccc2NC(=O)c2cc(C)oc2C)cc1	-21	-22	1	-2	6	23*	-33	-6	3
CN(C(=S)Nc1ccc(Oc2ccccc2)cc1)c1ccc(O)cc1	-7	1	1	8	12	-3	3	-5	7
Cc1ccc(SCCC(=O)NCc2ccco2)cc1	0	-8	4	-3	-2	1	-42	-12	2
CC(=O)Nc1ccc(C2C(=O)c3ccccc3C2=O)cc1	-11	4	5	-3	0	nt	10	-65	-2
Cc1cc(C)nc(SCCn2c(N(C)Cc3ccccc3)nc3c2c(=O)n(C)c(=O)n3C)n1	-1	-7	0	-3	-5	-1	11	-12	-5
COc1ccc(OC)c(NC(=S)NCCCN2CCOCC2)c1	-13	6	-2	-4	-2	-3	-2	-15	-5
Cc1nc(N)nc(-c2ccccc2O)n1	-2	14	5	0	2	4	9	2	0
CCn1c(SCc2nc3ccccc3[nH]2)nnc1-c1cnccn1	1	-1	3	1	0	0	-2	-23	7
Cc1cn2c(N)c(/C=C3\C=Nc4ccccc43)c(=O)nc2s1	2	-4	11	-53	-40	nt	16	2	12
COc1cc(OC)cc(C(=O)NC(=S)Nc2ccc3c4c(cccc24)CC3)c1	2	-7	0	3	5	1	-10	8	4
CCCc1nc2sc3c(SCC(=O)NCc4ccco4)ncnc3c2c2c1CCC2	0	3	41	20	17	4	-3	-9	4
COc1cccc(C(=O)Oc2c(Br)cc(Br)cc2/C=N/NC(=O)c2cc(C)[nH]n2)c1	-30	-5	11	-2	4	3	-17	-12	9
Cc1ccccc1OCC(O)Cn1c(NCc2ccccc2)nc2c1c(=O)[nH]c(=O)n2C (stereo unspecified)	-7	1	-1	-1	-2	16	6	nt	0
O=C(C1COc2ccccc2O1)N1CCN(c2ccccc2)CC1 (stereo unspecified)	-6	-11	-3	2	-3	-3	9	-3	1
CCOC(=O)CSc1ncnc2c1cnn2-c1ccc(C)cc1	1	-7	1	0	-1	0	-22	-6	-1
Cn1cnc([N+](=O)[O-])c1SCC(=O)NN	-9	-1	17	-6	2	nt	-4	-11	1
Brc1ccc2ncnc(NCc3ccco3)c2c1	-10	6	3	2	1	-11	-1	4	10
CCN(CC)CCNC(=O)CCn1c(=S)[nH]c2cc3c(cc2c1=O)OCO3	7	-4	0	-4	1	0	2	3	1
O=C(N=Nc1c(O)[nH]c2ccccc12)c1ccccc1NS(=O)(=O)c1cccs1	-2	-15	4	-1	-1	5	3	-5	6
CC/C(C)=N\NC(=O)CNC(=O)c1ccc(Cl)cc1Cl	-8	1	19	-2	-1	-5	-5	-5	-1
CCOC(=O)C1=C(C)Nc2sc(C(=O)c3ccc(OC)cc3)c(N)c2C1c1ccc(C(=O)OC)cc1 (stereo unspecified)	-6	-2	28	-88	-8	-2	-31	-2	7
Cn1c(C(=O)NCc2ccc3c(c2)OCO3)cc2sccc21	-1	-5	0	0	-1	3	-9	-11	8
O=C(c1ccc(-c2cccc(Cl)c2)o1)N1CCN(c2ccc([N+](=O)[O-])cc2)CC1	-5	-10	-1	-9	10	4	1	-8	1
CCCCOC(=O)c1cc(C)nc2ccc(Br)cc12	-8	31*	1	-2	-2	7	101*	-8	4
Cc1occc1C(=O)NC1CCCc2ccccc21 (stereo unspecified)	-4	-4	1	2	0	7	-3	5	-3
CC(=O)c1csc(-c2ccccc2)n1	-10	-3	-19	2	-1	6	-8	-16	0
C=CCc1cccc2cc(NC(C)=O)c(=O)oc12	0	-1	16	2	5	6	-3	-22	6
O=C(c1ccccc1)N1CCN(CC(O)Cn2ccc3ccccc32)CC1 (stereo unspecified)	-7	3	18	1	-2	nt	0	-2	2
COc1ccc(CNC(=O)C(C#N)c2nc3ccccc3nc2N2CCN(C)CC2)cc1 (stereo unspecified)	-4	-13	-1	-11	2	11	-17	-1	-11
CCc1ccc(NC(=O)N(CCOC)C2CCN(C(C)=O)CC2)cc1	-3	-4	-1	2	0	2	-12	-6	0
COc1ccccc1NC(=O)CC1SC(=N)N(c2ccccc2)C1=O (stereo unspecified)	-4	0	-6	-2	1	6	-10	-22	2
CC(C)c1ccc(/C=N/NC(=O)c2cc(-c3cccc([N+](=O)[O-])c3)n[nH]2)cc1	-3	0	3	2	-1	nt	0	0	-6
CC(C)CC(=O)NS(=O)(=O)c1ccc(NC(=O)c2ccco2)cc1	-1	-21	15	nt	nt	-2	-5	-4	0
COc1ccc(N2C(=S)NC(C)(C)CC2(C)c2ccc(OC(C)=O)cc2OC(C)=O)cc1 (stereo unspecified)	-7	5	19	-1	-1	-4	4	-14	-2
O=C(NCCNCc1ccccn1)c1ccco1	0	5	-12	0	2	-1	7	-9	2
CCCCCOC(=O)Nc1ccc(S(=O)(=O)Nc2cccc([N+](=O)[O-])c2)cc1	-9	14	2	0	0	-7	3	-6	6
CCOC(=O)COc1cccc2c(=O)n(CC(=O)NCc3ccc(F)cc3)ccc12	-3	-20	19	-2	-1	nt	6	-7	-1
COc1ccccc1OCC(=O)Nc1ccc(N2CCCCC2)cc1	-2	-23	16	1	1	7	-16	4	-2
CC(/C=N/Nc1nnc(C)c(=O)[nH]1)=C\c1ccccc1	-6	1	0	2	2	0	-3	-15	2
COc1ccc(NC(=O)CSc2nccn2-c2ccccc2)cc1	-2	-21	-18	-2	0	-2	5	-12	1

Continued, overlapping the part above by 6 compounds.
SMILES	RBBP9 inhibitor	NPY2 pot ag	Hck Nef HTS	Runt-SMMHC FRET	Runt-CBFb FRET	NPY Y1 blocker	NPY1 pot ag	MDM2 E3 inh	p97 inhibitor
O=C(NCCNCc1ccccn1)c1ccco1	0	5	-12	0	2	-1	7	-9	2
CCCCCOC(=O)Nc1ccc(S(=O)(=O)Nc2cccc([N+](=O)[O-])c2)cc1	-9	14	2	0	0	-7	3	-6	6
CCOC(=O)COc1cccc2c(=O)n(CC(=O)NCc3ccc(F)cc3)ccc12	-3	-20	19	-2	-1	nt	6	-7	-1
COc1ccccc1OCC(=O)Nc1ccc(N2CCCCC2)cc1	-2	-23	16	1	1	7	-16	4	-2
CC(/C=N/Nc1nnc(C)c(=O)[nH]1)=C\c1ccccc1	-6	1	0	2	2	0	-3	-15	2
COc1ccc(NC(=O)CSc2nccn2-c2ccccc2)cc1	-2	-21	-18	-2	0	-2	5	-12	1
Cc1[nH]nc2cn[nH]c12	-4	10	-1	-5	1	-5	3	0	4
O=C(NCCCN1CCOCC1)C(=O)N/N=C/c1ccccc1O	-9	17	11	-2	0	nt	-12	-12	4
Cc1cnc(NC(=O)COc2ccccc2Cl)s1	1	2	0	2	1	5	-9	-82	0
O=C(O)Cc1ccc(N=Cc2c(O)ccc3ccccc23)cc1	0	-6	4	3	3	-1	-12	-8	2
CC(=O)CCc1c(C)c2cccc(C)c2[nH]c1=O	-13	13	-2	2	1	5	-4	-27	5
CCC(=O)NCCc1nc2ccccc2[nH]1	3	1	3	0	-2	5	-8	-21	1
O=C(c1ccccc1)C(Nc1ccccn1)c1ccccc1 (stereo unspecified)	1	-6	17	2	-1	-2	6	0	3
COC(=O)c1ccc(CSc2nc(N3CCOCC3)c3c(c2C#N)CC(C)(C)OC3)o1	-6	15	5	-2	6	4	3	-4	1
O=C(Cc1cccs1)Nc1ccccc1-c1nc2ccccc2[nH]1	-17	-13	25	0	0	nt	23	nt	5
CC(C)NC(=O)NC(=O)COC(=O)Cc1c(F)cccc1Cl	-3	-1	15	-2	0	3	-12	-7	-2
C/C(=N/NC(=O)C(=O)N/N=C(/C)c1ccccc1)c1ccccc1	-6	9	24	-7	-2	5	19	-14	6
Cn1c(SCc2nc(-c3ccc(Br)cc3)no2)nnc1-c1ccco1	0	-39	-20	3	5	14	-40	-18	-5
O=C1CC(NCCc2ccccc2)C(=O)N1CCc1ccccc1 (stereo unspecified)	-6	6	11	2	2	nt	-19	-5	-2
C=CCn1c(SCc2ccccc2C#N)nnc1-c1cc(Br)ccc1O	-3	4	1	2	2	-3	-12	1	-1
CCCCCCCN1C/C=C\C(c2ccc(OC)cc2)N(Cc2ccc(F)cc2)C(=O)[C@H]1Cc1ccccc1 (stereo partly specified)	nt	nt	30	1	1	nt	nt	19	nt
CC(=O)Nc1ccc(NC(=O)C(C)OC(=O)c2ccccc2NS(=O)(=O)c2cccs2)cc1 (stereo unspecified)	-8	1	16	2	3	nt	3	-7	-1
O=C(N/N=C/c1cccs1)c1ccc2c(c1)OCO2	-12	0	-1	-1	0	3	-12	-35	-4
COc1cc(C2C=C(Nc3ccccc3)C(=O)N2c2ccccc2)ccc1O (stereo unspecified)	0	-10	-1	3	4	2	-14	10	9
